# Screening data: PubChem BioAssay, National Center for Advancing Translational Sciences (NCATS)
# TDP-43 yeast inh – rescues yeast growth from TDP-43 toxicity. TDP-43 expressing yeast growth rescue, BacTiter-Glo, 24 h. Potency, µM (titrated, usually from 46.1 µM), for inactives: at the top dose growth rescue (activation), hits mostly activators. 410,000 tested, 1.8% active. AID 652104; further: % of control where 0% means no effect; nearly all actives have a fitted effect of over 50% in size
#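 Yeast cells expressing TDP-43 under galactose induction are exposed to compounds for 24 hr at 30 deg C. BacTiter-Glo luminescence measures growth, so protective compounds score as activators.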
# EPAC2 agonist – activates human EPAC2 exchange factor; EPAC2 activation, biochemical qHTS; response scale: 100% = 6.5 mM cAMP response; Potency, µM (highest dose often 154 µM), without a hit: at the top dose activation, most hits filed as activators; 360,000 tested, 0.079% active; further: nearly all actives have a fitted effect of over 50% in size
# Target sequence (Q8WZA2 whole entry, looked up): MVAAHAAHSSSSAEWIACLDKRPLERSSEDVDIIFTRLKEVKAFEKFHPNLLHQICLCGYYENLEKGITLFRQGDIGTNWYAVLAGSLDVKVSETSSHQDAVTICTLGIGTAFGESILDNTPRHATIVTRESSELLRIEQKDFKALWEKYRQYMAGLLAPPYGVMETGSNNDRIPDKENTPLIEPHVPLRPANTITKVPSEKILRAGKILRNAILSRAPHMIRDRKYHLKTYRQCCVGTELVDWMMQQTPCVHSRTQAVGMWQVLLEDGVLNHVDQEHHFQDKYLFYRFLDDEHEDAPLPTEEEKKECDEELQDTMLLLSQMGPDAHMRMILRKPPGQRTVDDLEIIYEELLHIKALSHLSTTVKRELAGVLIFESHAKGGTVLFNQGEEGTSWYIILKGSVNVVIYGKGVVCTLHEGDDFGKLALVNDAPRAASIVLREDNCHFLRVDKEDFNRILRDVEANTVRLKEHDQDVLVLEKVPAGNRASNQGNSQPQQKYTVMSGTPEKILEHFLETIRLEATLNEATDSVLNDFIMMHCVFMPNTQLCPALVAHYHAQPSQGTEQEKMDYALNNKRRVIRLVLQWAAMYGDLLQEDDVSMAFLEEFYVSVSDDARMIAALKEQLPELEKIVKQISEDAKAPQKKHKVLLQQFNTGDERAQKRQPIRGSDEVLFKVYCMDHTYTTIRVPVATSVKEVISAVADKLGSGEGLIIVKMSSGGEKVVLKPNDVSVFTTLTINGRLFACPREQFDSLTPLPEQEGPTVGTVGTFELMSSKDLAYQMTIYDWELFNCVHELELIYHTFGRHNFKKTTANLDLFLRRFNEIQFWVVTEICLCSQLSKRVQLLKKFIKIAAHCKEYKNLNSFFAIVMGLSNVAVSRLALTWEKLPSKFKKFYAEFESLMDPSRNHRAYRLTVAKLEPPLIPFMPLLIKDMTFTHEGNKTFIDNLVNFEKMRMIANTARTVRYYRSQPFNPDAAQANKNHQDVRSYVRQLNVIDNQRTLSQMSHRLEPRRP
#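 Each well held 100 nM EPAC2, 250 nM RAP1B-BODIPY-GDP and 50 uM GDP. Fluorescence, read at 5-min intervals to 30 min, was referenced to a 6.5 mM cAMP positive control.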
# EPAC1 ag – EPAC1 (human) agonism; O95398; EPAC1 agonist qHTS, biochemical assay; response scale: 100% = response to 6.5 mM cAMP; Potency, µM (highest dose often 154 µM), without a hit: top-dose activation, actives largely listed as activators; 360,000 tested, 0.073% active; further: nearly all actives have a fitted effect of over 60% in size
#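 Multi-concentration qHTS readout: loss of Rap1B-bound BODIPY-GDP fluorescence driven by 100 nM EPAC1 with excess GDP (50 uM), monitored kinetically at room temperature; agonist response expressed relative to 6.5 mM cAMP.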
# FUS suppressor – suppressors of FUS proteinopathy in yeast; Potency, µM (highest dose often 76.6 µM), without a hit: at the highest dose growth rescue (activation), actives largely listed as activators; 390,000 tested, 0.24% active; S. cerevisiae FUS-expressing, growth rescue, OD600, 24 h; AID 1347120;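 further: plate controls were DMSO vehicle for no effect and reference control for full effect; nearly all actives have a fitted effect of over 55% in size; some results filed as inactive show a strong effect at the top dose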
#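 Absorbance at 600 nm, taken 24hr after compound addition, measured rescue of FUS-yeast growth at 30C. Induction used 2% galactose with seeding at OD 0.005. Controls: CP55940 from 92uM final, DMSO only.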
# aSyn rescue – rescues yeast growth from alpha-synuclein toxicity. Yeast expressing alpha-synuclein, growth rescue, BacTiter-Glo, 24 h. Potency, µM (highest dose often 46.1 µM), without a hit: at the top dose growth rescue (activation), usual class: activators. 370,000 tested, 0.14% active. AID 652106; further: % of control where 0% means no effect; nearly all actives have a fitted effect of over 65% in size
#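 Rescue of yeast growth: cells expressing toxic alpha-synuclein, induced in galactose at OD600 0.02, incubated with compound 24 h at 30 C. ATP luminescence quantified growth; inhibitors of toxicity appear as activators.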
# EPAC1 antagonist – antagonists of human EPAC1; O95398; EPAC1 GEF assay, Rap1b-BODIPY-GDP exchange fluorescence; Potency, µM (highest dose often 115 µM), without a hit: at the top dose activity change, negative = inhibition, usual class: inhibitors; 360,000 tested, 0.14% active;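 further: plate controls were vehicle for no effect and positive control for full effect; nearly all actives have a fitted effect of over 50% in size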
# PTHR1 ag – agonists of human PTHR1 parathyroid hormone receptor. Q03431. HEK293 GP2 PTHR1 cells, GloSensor cAMP luminescence, 1 h. Potency, µM (titrated, usually from 115 µM), without a hit: top-dose activation, actives largely listed as activators. 410,000 tested, 0.075% active. AID 743266; further: nearly all actives have a fitted effect of over 55% in size; some results filed as inactive show a strong effect at the top dose; inactives centre near -15; many of its hits are not listed in these tables
#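 HEK-293-derived GP2 cells expressing PTHR1 and a GloSensor cAMP reporter, 3,000/well, plated overnight, given luciferin plus IBMX (each 0.5 mM as added) for 1 h at 37 °C, then compound for 1 h at 37 °C. Luminescence was read after 15 min at room temperature.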
# EPAC2 antag – EPAC2 (human) antagonism; Q8WZA2; Potency, µM (top dose mostly 114 µM), without a hit: at the top dose activity, negative = inhibition, hits mostly inhibitors; 360,000 tested, 0.18% active; EPAC2 GEF exchange of Rap1B-BODIPY-GDP, fluorescence; further: on the % scale 0 is the no-effect control and ±100 the full control effect; nearly all actives have a fitted effect of over 45% in size; many of its hits are not listed in these tables
# Numbers without * were called inactive; i = inactive; ? = inconclusive; . = no result given; [ ] = another dose, or the depositor's remark. The call rests on the fitted dose curve; in most records, active means well fitted curve in the direction sought with a large enough effect; inconclusive means small, poorly fitted or top-dose-only effect, or another doubt; inactive means no such curve, though single readings can be large; an effect the other way counts as inactive or inconclusive. Potency means the concentration at half of the fitted maximal effect.
SMILES,TDP-43 yeast inh,EPAC2 agonist,EPAC1 ag,FUS suppressor,aSyn rescue,EPAC1 antagonist,PTHR1 ag,EPAC2 antag
CCNC(=O)C[C@@H]1CC[C@@H]2NC[C@@H](O)COC[C@H]2O1,23%,10%,15%,8%,7%,0%,-25%,3%
CCCCn1c(SCC(N)=O)nc2c(sc3ccccc32)c1=O,1%,1%,3%,26%,.,2%,i,-10%
Cc1ccccc1CN1CCN(Cc2ccccc2C(F)(F)F)CC1,-12%,16%,7%,12%,0%,-7%,i,-8%
O=C(NCCCc1ccccn1)C1CCC(=O)N(Cc2cccc(F)c2)C1 (stereo not drawn),4%,14%,8%,-25%,-8%,-13%,i,0%
Cc1nc2nc(SCc3ccccc3)[nH]n2c(=O)c1CCC(C)C,15%,4%,-3%,-12%,-23%,-15%,-7%,-10%
COCCNC(=O)CN(Cc1cccs1)C(=O)CCC(=O)Nc1nccs1,-7%,8%,-1%,40%,-11%,2%,-67%[inhibitor],27%
CC(O)(Cc1ccccn1)Cc1ccccn1,-9%,8%,7%,-11%,-1%,-14%,-7%,-1%
Cc1cccc(NC(NC(=O)c2ccccn2)C(Cl)(Cl)Cl)c1 (stereo not drawn),-11%,-2%,-2%,.,5%,-17%,-5%,-5%
CN(C)c1ccc(C(=O)OCC(=O)N2CCCC2)cc1,-17%,2%,-2%,10%,-5%,-13%,-2%,2%
CC1(C)CC(CCNC(=O)CCl)(c2ccccc2)CCO1 (stereo not drawn),6%,14%,4%,-37%,-4%,-6%,5%,13%
Cc1c(C#N)sc2nc(-c3ccccc3)nc(N3CCCC3)c12,15%,5%,-2%,-7%,5%,0%,i,8%
COc1cccc(CNC(=O)C2CCCN(S(=O)(=O)c3c(C)noc3/C=C/N(C)C)C2)c1 (stereo not drawn),-3%,4%,-9%,?,-2%,-8%,-5%,-12%
O=C(CCC1CCCC1)NNC(=O)c1ccc(F)cc1,16%,-3%,2%,2%,0%,-10%,i,4%
CC(C)(C)C(=O)Cn1ncc(NC2CC2)c(Br)c1=O,-2%,2%,2%,-2%,-11%,22%,i,11%
CCn1c(SCc2nc(CC(=O)Nc3ccccc3OC)no2)nnc1-c1cccs1,7%,0%,0%,37%,2%,-17%,i,0%[57.1 µM]
CC(C)(C)NC(=O)COc1ccc(CNCc2cccnc2)cc1,-1%,-3%,-6%,16%,3%,5%,-1%,17%
CCOc1ccccc1NC(=O)C(NCC1CCCCC1)c1ccccc1 (stereo not drawn),0%,8%,-3%,-25%,-3%,-24%,-48%[inhibitor],?
O=C(Cc1c(F)cccc1Cl)Nc1ccncc1,-8%,8%,7%,-12%,-6%,14%,-30%,-28%
CSc1cccc(NC(=O)Nc2ccc(Cl)cc2)c1,20%,-6%,-3%,-6%,-16%,-6%,-1%,2%
CC1CCN(S(=O)(=O)c2cccc(C(=O)N(Cc3ccccc3)c3ccccn3)c2)CC1,0%,8%,22%,16%,4%,-18%,-28%,-19%
CN(Cc1ccc(F)cc1)C(=O)c1cccc(S(=O)(=O)NCc2ccccc2)c1,3%,7%,4%,-5%,2%,-13%,-6%,-14%
CN(CCCn1ccc(NC(=O)OCc2ccccc2)nc1=O)CCc1ccccn1,16%,4%,11%,6%,3%,6%,-12%,2%
CC1(C(=O)Nc2ccc3c(c2)OCCO3)CN(S(C)(=O)=O)CC(=O)N1CCCN1CCOCC1 (stereo not drawn),4%,9%,7%,1%,?,-4%,-9%,-6%
CC1(C)Cc2c(cnn2-c2cccc(F)c2)C(NC(=O)CCc2cnccn2)C1 (stereo not drawn),19%,7%,1%,-8%,-3%,-15%,-10%,-29%
CCOc1ccc(C(=O)NCC(c2cccs2)N2CCOCC2)cc1 (stereo not drawn),-3%,5%,4%,-10%,-4%,-16%,-7%,0%
O=C(Nc1ccccc1N1CCCCC1)C1=COCCO1,29%,10%,3%,9%,3%,2%,-25%,?
CCN(CC)c1ccc(NC(=O)c2ccc(Br)o2)c(C)c1,-26%,8%,-1%,24%,0%,4%,-28%,-1%
Cc1cc(C)n2nc(C(=O)OC(C)C(=O)c3ccccc3)nc2n1 (stereo not drawn),2%,10%,4%,10%,-6%,-20%,-7%,-5%
Cc1cccc(S(=O)(=O)NC(=O)C2(C)CCN2C(=O)C2(c3ccc(Cl)cc3)CCC2)c1 (stereo not drawn),?,-4%,-5%,41%,-8%,-10%,i,-26%
COc1ccc(C(=O)N(C)CCCC2CCCC2)cc1OC1CCN(C(C)C)CC1,7%,-3%,-14%,10%,?,16%,-6%,2%

# Shown bar-delimited: part of the list above
smiles | TDP-43 yeast inh | EPAC2 agonist | EPAC1 ag | FUS suppressor | aSyn rescue | EPAC1 antagonist | PTHR1 ag | EPAC2 antag
O=C(Cc1c(F)cccc1Cl)Nc1ccncc1 | -8% | 8% | 7% | -12% | -6% | 14% | -30% | -28%
CSc1cccc(NC(=O)Nc2ccc(Cl)cc2)c1 | 20% | -6% | -3% | -6% | -16% | -6% | -1% | 2%
CC1CCN(S(=O)(=O)c2cccc(C(=O)N(Cc3ccccc3)c3ccccn3)c2)CC1 | 0% | 8% | 22% | 16% | 4% | -18% | -28% | -19%
CN(Cc1ccc(F)cc1)C(=O)c1cccc(S(=O)(=O)NCc2ccccc2)c1 | 3% | 7% | 4% | -5% | 2% | -13% | -6% | -14%
CN(CCCn1ccc(NC(=O)OCc2ccccc2)nc1=O)CCc1ccccn1 | 16% | 4% | 11% | 6% | 3% | 6% | -12% | 2%
CC1(C(=O)Nc2ccc3c(c2)OCCO3)CN(S(C)(=O)=O)CC(=O)N1CCCN1CCOCC1 (stereo not drawn) | 4% | 9% | 7% | 1% | ? | -4% | -9% | -6%

# Continued:
SMILES,TDP-43 yeast inh,EPAC2 agonist,EPAC1 ag,FUS suppressor,aSyn rescue,EPAC1 antagonist,PTHR1 ag,EPAC2 antag
O=C(Nc1ccccc1C(=O)O)c1cccc(N2C(=O)c3ccccc3C2=O)c1,-7%,0%,-1%,?,4%,-2%,i,-9%
COc1ccc(C2c3c(oc4ccccc4c3=O)C(=O)N2c2ccccn2)cc1 (stereo not drawn),-4%,0%,-7%,-21%,-6%,-17%,-11%,0%
CC(C)Nc1nc(NC(C)C)nc(C(N)=O)n1,0%,9%,7%,16%,-9%,-14%,-10%[57.5 µM],-4%
CNC(=S)N1CCc2cc(OC)c(OC)cc2C1COc1ccc(OC)cc1 (stereo not drawn),-17%,12%,13%,44%,3%,-24%,i,-15%
CCCCCN(C(=O)CCC(=O)OCc1ccc(Cl)cc1Cl)c1c(N)n(CCCC)c(=O)[nH]c1=O,-9%,-13%,-14%,?,0%,3%,-5%,34%[activator]
O=C(NNC(=S)NC(=O)c1ccc(F)cc1)c1cccnc1,-12%,9%,2%,19%,10%,12%,-12%,6%
CC(=O)[C@@]1(O)CC[C@H]2[C@@H]3CCC4=CC(=O)CC[C@]4(C)[C@H]3[C@@H](O)C[C@@]21C,?,3%,-17%,-29%,-5%,2%,-1%,27%
CCOC(=O)C1CCN(C(=O)c2cccc(S(=O)(=O)NCc3ccccc3)c2)CC1,8%,2%,-4%,6%,4%,-14%,-13%,2%
Cc1cc(NC(=O)c2ccccc2C)n(-c2cccc(F)c2)n1,16%,9%,2%,19%,6%,0%,i,9%
COc1ccc(C2NC(=O)NC(O)(C(F)(F)F)C2C(=O)c2ccccc2)cc1OC (stereo not drawn),-7%,-2%,3%,-4%,9%,8%,-9%[57.5 µM],9%
COc1ccc(-c2nnc(SCC(=O)N/N=C/c3ccccc3C(=O)O)n2-c2ccc(Cl)cc2)cc1,4%,5%,-5%,29%,-2%,5%,?,-2%
O=C(c1ccc(F)cc1)N1CCN(C2CC3CCC2C3)CC1 (stereo not drawn),-10%,9%,8%,10%,0%,-3%,i,-2%
Cc1nn(C)c(C)c1/C=C/C(=O)c1ccccc1,14%,0%,-5%,8%,-5%,7%,-10%[57.5 µM],14%
Cc1ccc(C(=O)Nc2ccccc2Sc2ccccc2)cc1,5%,6%,0%,14%,12%,-18%,i,4%
Cc1ccc(-n2ncc3c2CCCC3NC(=O)CCc2c(C)noc2C)cc1C (stereo not drawn),17%,-15%,6%,.,-1%,15%,i,-3%
CCCN(C(=O)COC(=O)CSc1ccc(C(N)=O)cc1[N+](=O)[O-])C1CCS(=O)(=O)C1 (stereo not drawn),-4%,8%,-1%,-6%,-1%,-2%,10%,-2%
COc1ccc(C(=O)N[C@H](C(=O)Nc2ccc(S(=O)(=O)N3CCOCC3)cc2)C(C)C)cc1,-8%,-11%,-6%,16%,1%,-22%,i,?
COc1ccc(N2C(=O)CC(N(CCc3ccccc3)C(=O)/C=C/C(=O)O)C2=O)cc1 (stereo not drawn),-11%[9.22 µM],1%,-2%,8%,-4%,-22%,-6%,1%
C[C@@H]1CN([C@@H](C)CO)C(=O)c2cc(C#Cc3ccccc3)cnc2O[C@@H]1CN(C)Cc1ccccn1,11%,6%,-16%,9%,2%,7%,6%,3%
Cc1cc(C)cc(OC(=O)CN2C(=O)c3ccccc3C2=O)c1,?,14%,5%,-10%,1%,-12%,i,-1%
Cc1cccnc1NC(=O)CNC(=O)COc1ccccc1,-7%,6%,9%,-16%,-2%,-13%,-12%,-10%
Cc1ccc(OCC(=O)Nc2cc(Cl)ccc2-n2cncn2)c(C)c1,13µM*,0%,13%,-12%,6%,-6%,-11%,1%
O=C(NCc1ccccc1)c1nc[nH]c1C(=O)N1CCc2ccccc2C1,12%,7%,3%,12%,1%,3%,i,-6%
O=C(Nc1cccc(C(F)(F)F)c1)OCc1ccncc1,?,-4%,-6%,-1%,0%,-16%,-38%[inhibitor],-13%
CCOC(=O)Nc1ccc(C(=O)c2ccncc2)cc1,22%,-10%,-7%,-24%,3%,10%,-10%,3%
N#Cc1ccc(S(=O)(=O)N2CCCCC2c2cc(C(=O)N3CCOCC3)no2)cc1 (stereo not drawn),11%,7%,-10%,-3%,-5%,3%,i,-3%
CC(C#CCN1CCCCC1)OCCOCc1ccccc1 (stereo not drawn),-1%,-1%,2%,-17%,-7%,11%,i,1%
COc1ccc(S(=O)(=O)N2CCOCC2)cc1NC(=O)c1ccc(=O)[nH]c1,11%,2%,5%,12%,0%,0%,-19%,4%
CCOC(=O)c1cc(-c2ccc(OC)cc2)nn1-c1ccc(C(=O)O)cc1,1%,-1%,-7%,3%,7%,0%,-4%,3%
Cc1ccccc1OCC(=O)OCC(=O)N1CCc2ccccc21,5%,11%,-8%,-8%,0%,-15%,i,-18%
COc1ccc(-n2cc3ccc([N+](=O)[O-])cc3n2)cc1,-8%,6%,4%,8%,-3%,27%,-23%,3%

# The list is partial; count on the stated rates, not on these rows.
